RAD54 branch = inhibitors of human RAD54 branch migration, primary screen, biochemical, fluorescence, single point; RAD54 Holliday junction branch migration, FAM/BHQ fluorescence; inhibition, % at 10.4 µM; actives 0.14% (n = 360,000); AID 602329, 2012;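 active means mean normalized replicate activity at least 40 and at least half of replicates scoring 40 or more; inconclusive means only one of the two criteria met; inactive means mean below 40 and under half of replicates reaching 40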;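 further: 0% = median of neutral control wells and 100% = median of positive control wells; inhibitors cause a drop in the FAM fluorescence signal; in these data hits start at about 50%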
CASP6 VEID inh = human caspase-6 inhibitors, primary screen, biochemical, VEID-R110 fluorescence, single point, set 2 | inhibition, % at 12.5 µM | P55212 | actives 0.53% (n = 350,000) | purified caspase-6, Z-VEID-R110 cleavage fluorescence | AID 686996, 2013;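 active means mean inhibition across replicates at least about 35%, with every replicate also reaching that limit, limit read from the data; inconclusive means only one of the two criteria met; inactive means neither criterion met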;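 further: 0% = median of neutral control wells and 100% = no fluorescence left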
Target sequence (P55212 24-179 limits assumed): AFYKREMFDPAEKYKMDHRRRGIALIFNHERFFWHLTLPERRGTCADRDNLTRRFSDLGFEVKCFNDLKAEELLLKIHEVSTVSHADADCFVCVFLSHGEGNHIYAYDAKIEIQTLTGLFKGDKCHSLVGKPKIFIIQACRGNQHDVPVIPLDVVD
Target sequence (P55212 194-293 limits assumed): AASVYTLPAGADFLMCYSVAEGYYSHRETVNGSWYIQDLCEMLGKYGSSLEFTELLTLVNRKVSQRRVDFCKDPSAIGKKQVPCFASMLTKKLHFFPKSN
PglD DTNB = C. jejuni PglD acetyltransferase inhibitors, primary screen, biochemical, DTNB colorimetric, single point; UDP-N-acetylbacillosamine N-acetyltransferase PglD (Campylobacter jejuni); purified PglD enzyme, DTNB colorimetric CoA detection; inhibition, % at 12.5 µM; actives 0.098% (n = 360,000); AID 602405, 2012; in the data active means inhibition above about 16%, passing the limit was not always enough; inconclusive means no clear call, values can overlap the other calls; further: strong numbers were not always called active
ARNT TACC3 PPI = disruptors of ARNT/TACC3 protein interaction, primary screen, biochemical, AlphaScreen, single concentration. inhibition, % at 9.99 µM. Transforming acidic coiled-coil-containing protein 3 (Homo sapiens), Q9Y6A5. AlphaScreen His-ARNT PAS-B/GST-TACC3 binding, luminescence; TACC3 fragment carries E629A point mutation. actives 0.66% (n = 390,000);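 active means mean inhibition of replicates at least 50% and at least half of replicates each reaching 50%; inconclusive means half or more replicates reach 50% but mean below 50%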;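 further: 0% = complete ARNT plus TACC3 wells and 100% = ARNT alone without TACC3; many hits fall short of the cut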
ERp5 block = inhibitors of ERp5-driven insulin aggregation, primary screen, biochemical, turbidity, absorbance 650 nm, single point; AID 651711, 2012; actives 0.05% (n = 350,000); Protein disulfide-isomerase A6 (Homo sapiens), Q15084; inhibition, % at 9.99 µM; 90 min;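 active means mean replicate inhibition above about 25%, with every replicate also reaching it, limit read from the data, passing the limit was not always enough; inconclusive means only one of those two criteria met; inactive means neither criterion met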
Target sequence (Q15084 whole entry, looked up): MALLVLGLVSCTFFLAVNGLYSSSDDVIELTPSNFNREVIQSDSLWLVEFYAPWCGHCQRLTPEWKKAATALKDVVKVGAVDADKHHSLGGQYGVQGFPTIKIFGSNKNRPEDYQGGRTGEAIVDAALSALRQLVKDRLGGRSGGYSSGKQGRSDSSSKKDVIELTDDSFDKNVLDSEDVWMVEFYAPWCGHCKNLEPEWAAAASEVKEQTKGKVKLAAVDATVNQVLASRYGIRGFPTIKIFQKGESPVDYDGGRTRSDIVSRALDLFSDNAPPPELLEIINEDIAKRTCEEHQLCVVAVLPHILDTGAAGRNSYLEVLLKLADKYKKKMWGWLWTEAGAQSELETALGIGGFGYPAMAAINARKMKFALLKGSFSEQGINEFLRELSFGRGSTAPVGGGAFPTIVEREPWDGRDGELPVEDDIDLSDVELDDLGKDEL
esBAF inh = Bmi1 luciferase reporter increase in mESCs, primary screen, esBAF inhibitor project, mouse ES cells, Bmi1 luciferase knock-in, single point. reporter increase, % at 12.5 µM. actives 2% (n = 350,000). AID 602393, 2012. 24 h; 100% = twice the neutral-well signal; in the data active means activation above about 40%; inconclusive means no clear call, values can overlap the other calls;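 further: 0% = median of the plate's neutral control wells and 100% = double that signal; a rise in the Bmi1 reporter signal indicates esBAF inhibition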
E-sel inducer = E-selectin induction in HUVECs, primary screen, imaging, HUVEC, immunofluorescence imaging, single point; AID 686992, 2013; activation, % at 7.58 µM; normalized: neutral wells 0, TNF-alpha wells 100; actives 0.37% (n = 260,000);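 active means mean E-selectin-positive cell signal at least 10% of the positive control, reached in at least 60% of replicates, without over 20% cell loss; inconclusive means no rule given, readout overlaps actives, possibly toxicity-flagged; inactive means the rest, including those meeting only one limit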;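 further: in these data hits start at about 27%; measured in HUVEC primary endothelial cells; signal is the percent of cells scored E-selectin positive by PE staining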
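System: HUVEC / Compound: single concentration / Signal: immunofluorescence imaging / Read-out: percent E-selectin-positive cells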
RAD52 anneal inh = RAD52 DNA annealing inhibitors, primary screen, biochemical, FRET, single point, set 2. actives 0.46% (n = 360,000). recombinant RAD52 DNA annealing, FRET fluorescence. inhibition, % at 18.7 µM. DNA repair protein RAD52 homolog (Homo sapiens), P43351. AID 651710, 2012;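 active means every replicate showing at least 50% inhibition; inconclusive means mean inhibition at least 50% but not in every replicate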
The depositor's hits bear a star; u = inconclusive; x = no result given. An unsorted share of the library; any-hit rate near 3.2%.

SMILES | RAD54 branch | CASP6 VEID inh | PglD DTNB | ARNT TACC3 PPI | ERp5 block | esBAF inh | E-sel inducer | RAD52 anneal inh
CC(=O)c1ccc(OCc2cc(C(=O)N3CCN(C4CCCC4)C(=O)C3)no2)cc1 | -1 | -2 | 0 | -2 | -2 | 32 | x | -19
CCCC(C(=O)NNC(=O)c1ccncc1)c1ccccc1 (centres undefined) | 4 | 2 | -3 | 1 | 3 | -2 | 2.4 | -1
Cc1ccccc1NC(=O)c1ccc2nc(N3CCOCC3)sc2c1 | 2 | -6 | 3 | -7 | -3 | 34 | 0.1 | 1
Nc1[nH]c(C(=O)c2ccccc2)c(-c2ccccc2)c1C(=O)NCCc1c[nH]c2ccccc12 | x | -3 | x | x | 4 | x | 4.6 | -4
Cc1ccc(S(=O)(=O)Nc2ccc3c(c2)C(=O)N([C@H](C)CO)C[C@@H](C)[C@H](CN(C)S(=O)(=O)c2ccc(Cl)cc2)O3)cc1 | x | -1 | x | x | -6 | x | -0.5 | 16
COCCNC(=O)c1nn2cccnc2c1Cl | -5 | x | 3 | -3 | x | 3 | x | x
Cc1cccc(-c2ccc([C@@H]3[C@H](CO)N4CCCCN(S(=O)(=O)c5cn(C)cn5)C[C@@H]34)cc2)c1 | 0 | 2 | 4 | 13 | -1 | x | 0.0 | -5
Cc1cc(NC(=O)CSc2nnc(-c3ccncc3)n2-c2ccc(F)cc2)no1 | x | -1 | x | 1 | 3 | x | x | -19
N#C[C@@H]1[C@@H](c2ccc(-c3cccc(F)c3)cc2)[C@@H](CO)N1C(=O)NC1CCCCC1 | x | 1 | x | x | 13 | x | -0.2 | -109
Cc1ccc(S(=O)(=O)N[C@@H]2C=C[C@@H](CC(=O)NCc3ccncn3)O[C@H]2CO)cc1 | 4 | 0 | 2 | -14 | -4 | -1 | 0.5 | -15
CC1(C)CC(=O)/C(=N/Nc2ccc(Cl)cc2)CO1 | -13 | 0 | 1 | -2 | 0 | 55* | 0.3 | -2
Cc1ccc(S(=O)(=O)Nc2ccc3c(c2)C(=O)N([C@H](C)CO)C[C@H](C)[C@H](CN(C)C(=O)Nc2ccc(C(F)(F)F)cc2)O3)cc1 | 0 | 2 | -159 | -12 | -2 | 10 | 1.7 | 4
C[C@@H]1CN([C@@H](C)CO)C(=O)c2cc(NC(=O)Cc3ccccc3)ccc2O[C@H]1CN(C)C(=O)Nc1ccccc1 | 0 | -1 | 3 | -9 | 3 | -6 | -0.3 | 10
CS(=O)(=O)Nc1ccc(C2=NN(C(=O)c3ccccc3)C(c3cccs3)C2)cc1 (centres undefined) | -2 | -1 | 0 | 16 | 0 | 1 | 3.9 | -12
CCOc1ccc(S(=O)(=O)/N=C(/c2ccccc2)N(C)C)cc1 | x | 0 | x | -4 | 3 | x | 4.1 | -11
COCCNC(=O)c1ccc2c(c1)ncn2-c1cccc(C)c1 | 0 | x | 4 | 10 | 0 | 19 | -0.2 | 6
CCOc1ccc(NC(=O)CN2CCN(CC(=O)Nc3ccccc3OC)CC2)cc1 | 2 | 0 | 2 | -7 | -2 | -4 | 0.1 | -6
CC(C)(C)NC(=O)C1(C)CCC(=O)N1CC(F)(F)F (centres undefined) | 5 | -2 | 0 | x | -3 | -3 | 0.1 | -4
O=C(CCCl)N1CCN(c2nc(-c3ccccc3)cs2)CC1 | 3 | 0 | x | -14 | u | 33 | x | -4
COc1cc(C2c3c(-c4ccccc4O)n[nH]c3C(=O)N2Cc2ccco2)cc(OC)c1OC (centres undefined) | 10 | 0 | 0 | -3 | 2 | 2 | 2.7 | 2
C[C@@H]1CN([C@H](C)CO)C(=O)Cc2cc(NC(=O)Nc3ccccc3)ccc2O[C@H]1CN(C)S(=O)(=O)c1cccs1 | 2 | 2 | 1 | 4 | 2 | -3 | 0.2 | -1
C[C@@H]1CN([C@H](C)CO)C(=O)c2cc(NC(=O)Nc3ccc(C(F)(F)F)cc3)ccc2O[C@@H]1CN(C)C(=O)NC1CCCCC1 | -8 | -1 | 2 | 0 | -2 | -3 | -0.1 | 0
CCCn1c(N)c(C(=O)CSc2nnc(-c3cccs3)n2C2CC2)c(=O)[nH]c1=O | 7 | -2 | -5 | -2 | 7 | 4 | 0.6 | -20
C=Cn1cc(CNC[C@H]2O[C@@H](n3cnc4c(=O)[nH]c(N)nc43)[C@H](O)[C@@H]2O)c(C)n1 | -25 | -7 | -3 | x | 3 | -7 | 0.0 | -7
C[C@H](CO)N1C[C@H](C)[C@H](CN(C)CC2CCCCC2)Oc2ccc(NS(=O)(=O)c3ccc(Cl)cc3)cc2C1=O | -1 | 1 | -3 | -6 | 8 | -5 | -0.6 | 10
C[C@H](CO)N1C[C@H](C)[C@H](CN(C)Cc2ccc(C(=O)Nc3ccccc3N)cc2)Oc2c(NC(=O)c3ccc(-c4nccs4)cc3)cccc2C1=O | 2 | -1 | -1 | 13 | 18 | -1 | 11 | -1
COc1ccc(-c2cc3ncc(C(C)=O)c(C)n3n2)cc1 | x | -1 | x | -10 | -3 | x | x | -21
CC(O)(c1ccccc1)c1ccc2ccccc2n1 (centres undefined) | x | 0 | x | -4 | 2 | 2 | 0.2 | -11
CCOc1ccc(C(=O)NC(C(=O)N2CCC2)C(C)C)cc1 (centres undefined) | x | -24 | x | 3 | -3 | x | -0.2 | -11
CCCNC(=O)c1ccc(CNc2c(N3CCC(C(=O)OCC)CC3)c(=O)c2=O)cc1 | 1 | x | 5 | -1 | x | -7 | x | x
C[C@@H]1CN([C@H](C)CO)C(=O)c2cc(NC(=O)Nc3ccc(C(F)(F)F)cc3)ccc2O[C@@H](C)CCCCO[C@H]1CN(C)Cc1ccc2c(c1)OCO2 | 2 | 1 | 2 | 68* | -6 | -83 | 0.6 | 44
O=C(CNC(=O)[C@@H]1Cc2ccccc2CN1)Nc1ccc2c(c1)OCO2 | -3 | 4 | -5 | -2 | 1 | -3 | x | -6
COC(=O)Cc1c(O)ccn(C2CC2)c1=O | x | -1 | x | -11 | 8 | x | 0.7 | -2
CCCCC1Cc2[nH][nH]c(=O)c2C(c2ccc(F)cc2)O1 (centres undefined) | x | 3 | x | x | 4 | x | 4.1 | -18
C[C@@H]1CN([C@@H](C)CO)C(=O)c2cccc(NC(=O)C3CCOCC3)c2O[C@H]1CN(C)Cc1ccc(C(=O)Nc2ccccc2N)cc1 | 3 | -1 | -1 | 7 | -9 | 0 | -0.2 | -7
CN(C(=O)NC1CCCCC1)[C@H]1C[C@H]2c3[nH]c4ccccc4c3CCN2C(=O)[C@H]1CO | -1 | 29 | -7 | x | -3 | 3 | x | -303
COCC(=O)N[C@H]1CC[C@@H](CC(=O)NCc2ccccc2OC)O[C@H]1CO | -3 | -2 | 1 | 3 | -2 | -1 | -0.3 | 7
CC(CCc1ccccn1)C(=O)C(C)CCc1ccccn1 (centres undefined) | -5 | 2 | -8 | -5 | 3 | -1 | -1.7 | -102
CC(=O)Nc1ccc(CN2CCN(c3cccc(C(F)(F)F)c3)CC2)cc1 | -1 | x | 0 | 8 | x | -7 | x | x
Oc1ccccc1/C=N/N1CCN(c2ccccn2)CC1 | x | 0 | x | 5 | -8 | 78* | 1.8 | -5
O=S(=O)(c1ccccc1)N1CCC(n2nnc3cc(F)ccc32)CC1 | 5 | 0 | 4 | -6 | -8 | -9 | x | 2
COc1ccc(CN(C)C[C@H]2Oc3c(NS(=O)(=O)c4cn(C)cn4)cccc3C(=O)N([C@H](C)CO)C[C@@H]2C)cc1 | -8 | 1 | 1 | -7 | 3 | 2 | 1.3 | -11
CSc1nn2c(C)c(C)c(C)nc2c1C#N | x | 10 | x | 8 | 1 | x | -1.7 | -7
Cc1cc(/N=C/C=C2/N(C)c3ccccc3C2(C)C)n(CCC#N)n1 | x | -1 | x | 18 | 2 | x | 0.1 | -5
COc1ccccc1-c1cc(-c2ccc(C)cc2)nc(SCc2nnc(-c3ccccc3)o2)c1C#N | 0 | x | -1 | -8 | x | -1 | x | x
C[C@H](CO)N1C[C@H](C)[C@@H](CN(C)S(=O)(=O)c2ccc(Cl)cc2)Oc2ccc(NS(=O)(=O)c3ccc(Cl)cc3)cc2CC1=O | 0 | 0 | 4 | 15 | 4 | 9 | -0.1 | -11
N#CC1=C(N)Oc2cc(O)ccc2C1c1ccncc1 (centres undefined) | -14 | x | 1 | 1 | x | 4 | x | x
CCOC(=O)c1nc(NCc2cccc(OC)c2)c2ccccc2n1 | x | -1 | x | 2 | 0 | x | 0.4 | 2
Cn1c(SCC(=O)N2CCN(C(=O)c3ccco3)CC2)nnc1-c1ccc(NS(C)(=O)=O)cc1 | 10 | -4 | 7 | x | 4 | -6 | -0.1 | 0
C=CCO[C@H]1CN(C(=O)OC)[C@@H](c2ccccc2Br)C[C@H]1OCC=C | x | -23 | x | x | -4 | x | -0.1 | 13
Cc1ccc([C@H]2C[C@H](O)[C@@H](n3cc(-c4ccc(F)cc4)nn3)CN2CC2CCCCC2)cc1 | 2 | 1 | 2 | x | 0 | 1 | 0.0 | -7
Clc1ccc(/C=C/c2ncc3ccccn23)cc1 | x | -1 | x | -8 | 3 | x | 6.1 | -17
COc1cccc(NC(=O)N2CC(=O)N3[C@@H](CO)[C@@H](c4ccc(C#CCC5CCCC5)cc4)[C@@H]3C2)c1 | x | 1 | x | x | -5 | x | 0.0 | 2
Cc1ccccc1CN1CCN(Cc2ccccc2C(F)(F)F)CC1 | -7 | x | 3 | -3 | x | 5 | x | x
O=C1NC[C@H](CCCCN2C[C@@H](Cc3ccccc3)N(CCC3CCCCC3)C(=O)C2=O)N(CCC2CCCCC2)C1=O | x | 3 | x | x | 3 | x | -0.1 | 2
C=CC[C@@H](Cc1ccc(F)cc1)C(=O)OC[C@@H]1CCCN1C(=O)[C@H](CC=C)CC(=O)N(CCO)Cc1ccccc1 | -7 | 1 | 2 | 3 | 3 | 18 | -0.3 | 7
Cc1ccc(S(=O)(=O)N(C)CC(=O)OCC(=O)NCCc2ccc(S(N)(=O)=O)cc2)cc1 | x | -10 | x | -6 | -6 | x | -0.2 | -11
Cc1cc(C)nc(N2CCCC(C(=O)NCCC3=CCCCC3)C2)n1 (centres undefined) | -9 | x | 2 | -5 | x | -2 | x | x
CC(=O)c1cccc(NC(=S)Nc2ccc(F)cc2)c1 | -11 | 0 | 2 | -6 | 2 | 16 | 0.2 | -3

Shown tab-delimited: entries from further up.
Molecule	RAD54 branch	CASP6 VEID inh	PglD DTNB	ARNT TACC3 PPI	ERp5 block	esBAF inh	E-sel inducer	RAD52 anneal inh
O=C(CCCl)N1CCN(c2nc(-c3ccccc3)cs2)CC1	3	0	x	-14	u	33	x	-4
COc1cc(C2c3c(-c4ccccc4O)n[nH]c3C(=O)N2Cc2ccco2)cc(OC)c1OC (centres undefined)	10	0	0	-3	2	2	2.7	2
